HIV peptide binding – inhibitors of HIV fusion peptide binding, primary screen, biochemical, uHTS, fluorescence dequenching (AID 1986); inhibition, % at 20 µM, or IC50 in µM where a hit was titrated; cell-free peptide binding, fluorescence dequenching, 30 min; higher % means a stronger effect; hit rate 0.3% among 290,000; in the data active = inhibition mostly above about 52%, no sharp cut-off; inactive = mostly below about 76%; note: some results filed as inactive read as strong as hits
KOR beta-arrestin-1 – KOR antagonists, beta-arrestin recruitment, cell-based, luminescence, uHTS (AID 1778) | KOR beta-arrestin recruitment, luminescence, antagonist mode; higher % means a stronger effect | inhibition, % at 10 µM, or IC50 in µM where a hit was titrated | hit rate 0.091% among 290,000; note: strong numbers were not always called active
Myeloid diff 2 – myeloid differentiation induction; AID 624256; calls only at 10 µM; ER-HoxA9 myeloid progenitors, lysozyme-GFP differentiation, flow cytometry; hit rate 1% among 360,000;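 active = normalized GFP-positive differentiation at or above the plate's own cutoff, the solvent-only control mean plus 3 SD; inconclusive = no clear call, values can overlap the other calls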;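 note: cells exposed to compound for four days before flow analysis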
GPR55 antagonists – GPR55 antagonists blocking LPI-driven arrestin recruitment, primary screen, imaging, U2OS, beta-arrestin-GFP, LPI agonist (AID 2013). hit rate 0.13% among 290,000. inhibition, % at 10 µM; hits with a dose series show IC50 in µM. U2OS GPR55 beta-arrestin-GFP translocation imaging, LPI antagonism; higher % means a stronger effect;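 active = spots per cell inhibited over 60%, with over 100 cells counted and total cytoplasm intensity under 500,000; inconclusive = wells with under 100 cells, flagged as likely toxic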;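 note: U2OS cells stably carrying GPR55 and arrestin-GFP stimulated by 5 µM LPI near EC80; imaged beta-arrestin-GFP aggregate spots per cell after agonist stimulation; plate controls were LPI-stimulated DMSO wells for no effect and DMSO wells without LPI for full effect; some results filed as inactive read as strong as hits; confirmed hits need IC50 under 10 µM and bright autofluorescent wells are also inconclusive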
NOD2 inhibition – inhibition of NOD2-driven NF-kB reporter – cell-based, luminescence, uHTS, HEK293 (AID 1566); one-dose inhibition, % at 4 µM; EC50 in µM for titrated hits; HEK293 NOD2/NF-kB luciferase reporter, luminescence; higher % means a stronger effect; hit rate 0.63% among 290,000; note: many of its hits are not listed in these tables
GPR35 arrestin U2OS – GPR35 antagonists blocking zaprinast-driven arrestin recruitment, primary screen, imaging, U2OS, beta-arrestin-GFP, zaprinast agonist (AID 2058). U2OS GPR35 beta-arrestin-GFP translocation imaging, zaprinast antagonism; higher % means a stronger effect. inhibition, % at 10 µM, or IC50 in µM where a hit was titrated. hit rate 0.052% among 290,000;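 active = inhibition of at least 50% with at least 30 cells and total cytoplasm GFP at most 10,000,000; inconclusive = under 30 cells or total GFP of 10,000,000 plus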
KOR beta-arrestin-2 – KOR agonists, beta-arrestin recruitment, primary screen, cell-based, luminescence, uHTS (AID 1777); KOR beta-arrestin recruitment, luminescence; higher % means a stronger effect; activation, % at 10 µM, or EC50 in µM where a hit was titrated; hit rate 0.02% among 280,000; in the data active = activation above about 50%, passing the limit was not always enough; note: a part of the inactive calls stands beside numbers as strong as those of hits
NOD1 inhibition – inhibition of NOD1-driven NF-kB reporter – cell-based, luminescence, uHTS, primary screen (AID 1578) | NOD1-driven NF-kB luciferase reporter cells, luminescence; higher % means a stronger effect | inhibition, % at 4 µM; hits with a dose series show EC50 in µM | hit rate 1% among 290,000; in the data active = inhibition mostly above about 36%, no sharp cut-off; inactive = mostly below about 34%;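 note: HEK-293T reporter cells stimulated with the NOD1 agonist gamma-tri-DAP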
GPR55 beta-arrestin – selective activators of receptor GPR55 – imaging, U2OS cells, beta-arrestin-GFP redistribution, primary screen (AID 1961); U2OS GPR55 beta-arrestin-GFP redistribution imaging; higher % means a stronger effect; activation, % at 10 µM, or EC50 in µM where a hit was titrated; hit rate 0.048% among 290,000;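 active = activation above 40% with more than 50 cells counted in the well; inconclusive = wells holding fewer than 50 cells, flagged as toxic or sparse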;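 note: U2OS osteosarcoma cells stably expressing GPR55 and beta-arrestin-GFP; plate controls were DMSO negative control for no effect and LPI positive control for full effect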
Myeloid diff 2 GFP+ MAC1+ % – further read-out of Myeloid diff 2, marked with its call; GFP+ MAC1+ double positive, %; measured here: differentiation confirmed by MAC1 staining
The depositor's hits bear a star; i = inactive; ? = inconclusive; nt = not tested or not shown; + = active, no number; [ ] = remark or other dose. Cut-off read from the data, not from the text of the source, unless noted: active = inhibition above about 50%; inactive = the rest.

SMILES	HIV peptide binding	KOR beta-arrestin-1	Myeloid diff 2	Myeloid diff 2 GFP+ MAC1+ %	GPR55 antagonists	NOD2 inhibition	GPR35 arrestin U2OS	KOR beta-arrestin-2	NOD1 inhibition	GPR55 beta-arrestin
COCCN1Cc2cccc(C(=O)Nc3cc(C)cc(C)c3)c2C1=O	2.9%	-5%	i	0.4	-8%	6%	14%	3.6%	-41%	0.0%
C=CCOc1ccc(/C=C\c2nc(O)c([N+](=O)[O-])c(=O)[nH]2)cc1OC	8.7%	-8%	i	0.5	10%	8%	9%	6.6%	20%	0.3%
O=C(O)c1ccc(S(=O)(=O)N2CCN(c3ccccn3)CC2)cc1	1.3%	-20%	i	1.2	12%	5%	-6%	2.8%	-18%	-0.2%
CC(=O)Nc1ccc(S(=O)(=O)NCCC(=O)OCC(=O)N2CCN(C(=O)c3ccco3)CC2)cc1	2.5%	5%	nt	nt	21%	-2%	7%	0.8%	-30%	0.2%
Cn1c(=O)c2c(nc(N/N=C3\CCCc4ccccc43)n2Cc2ccc(F)cc2)n(C)c1=O	-3.9%	-32%	i	0.3	12%	1%	5%	14%	-17%	-0.8%
COc1ccc(C2/C=C\CN(Cc3ccco3)CC(=O)N2Cc2ccc(F)cc2)cc1 (stereo unspecified)	0.7%	10%	i	1.1	16%	11%	-8%	3.0%	1%	-0.1%
O=C(COc1ccc(Br)cc1)Nc1ccc2c(c1)C(=O)NC2=O	0.2%	-26%[20 µM]	i	0.3	7%	19%	0%	nt	4%	0.2%
COc1ccccc1NC(=O)C1CCCN(c2nc(C)cc(C)n2)C1 (stereo unspecified)	2.8%	-13%	i	0.3	13%	13%	2%	-0.8%	-7%	-0.4%
COc1ccc(OC)c(C(=O)/C=C/c2ccccc2C(F)(F)F)c1	-2.0%	-12%	i	1.6	18%	-154%	1%	3.0%	51%	12%
C/C=C/C(=O)Nc1cccc(C(F)(F)F)c1	1.2%	9%	i	1.0	1%	12%	4%	-1.1%	-7%	0.1%
Cc1nn(-c2ccc(Cl)nn2)c(=O)c2ccccc12	-1.9%	-11%	i	0.1	2%	-16%	-7%	2.1%	-36%	0.2%
CSc1ccc(CN(C)C(=O)C23CC4CC(CC(Cl)(C4)C2)C3)cc1	-0.5%	-45%	i	0.0	2%	5%	1%	-4.7%	-13%	-0.2%
Cc1nn(-c2ccccc2)c(C)c1NC(=O)COC(=O)c1cc([N+](=O)[O-])ccc1NCCO	-1.6%	-27%	i	1.3	-14%	-1%	-9%	0.8%	-28%	-0.1%
O=C(Cc1ccc(F)cc1)Nc1cccc2cccnc12	0.5%	24%	i	1.1	9%	6%	16%	3.1%	-11%	0.0%
O=C(CNC(=O)c1ccco1)N=Nc1c(O)[nH]c2ccc(Br)cc12	-0.7%	-33%	+	2.0*	-10%	5%	5%	1.1%	-12%	-0.1%
CN(C)CCCN(Cc1ccccc1)C(=S)Nc1ccc(F)c(Cl)c1	-3.2%	-7%	i	1.7	-11%	-28%	14%	-5.2%	-26%	-0.1%
CC(=O)Nc1ccc(S(=O)(=O)NCC2CCC(C(=O)NCc3ccccc3)CC2)cc1 (stereo unspecified)	-0.8%	-17%	i	0.1	21%	6%	-1%	-3.2%	-18%	-0.6%
COc1ccc(N2CCN(C(c3ccccc3OC)c3nnnn3Cc3ccco3)CC2)cc1 (stereo unspecified)	-2.8%	16%	i	0.7	0%	-11%	15%	-1.1%	0%	-0.2%
CC(=O)c1ccc(N2CCN(C(=O)CN(C)S(=O)(=O)c3cnc[nH]3)CC2)cc1	-0.1%	-13%	i	1.0	-3%	8%	-5%	5.4%	-23%	-0.4%
Cc1ccc(NC(=O)Cn2nc(C(=O)Nc3ccc(C)cc3)ccc2=O)cc1	-0.3%	19%	i	1.2	12%	-8%	-1%	-5.6%	-38%	0.1%
CCN(CC)c1ccc(C(=O)OCC(=O)Nc2ccc3[nH]c(=O)[nH]c3c2)cc1	0.1%	-14%[20 µM]	i	0.1	-4%	8%	-23%	-4.2%	6%	0.2%
COc1ccc(NC(=O)CCn2nc(C)cc2C)cc1	-1.1%	-80%	i	0.7	-4%	7%	4%	-0.1%	5%	-0.1%
CCOc1ccccc1/C=N/NC(=O)c1c(C)nc2ccc(Br)cn12	-2.0%	0%	i	0.5	8%	1%	10%	-2.4%	-11%	0.0%
O=C(CCn1c(=O)c2cccn2c2ccc(F)cc21)NCCc1ccccc1	1.3%	-16%	i	1.4	3%	12%	13%	0.8%	-17%	-0.2%
CNc1c(NC(=O)COc2ccc(Cl)cc2)c(=O)oc2ccccc12	-0.6%	0%	i	5.7	5%	12%	-11%	-7.2%	-5%	0.1%
Next entries
SMILES	HIV peptide binding	KOR beta-arrestin-1	Myeloid diff 2	Myeloid diff 2 GFP+ MAC1+ %	GPR55 antagonists	NOD2 inhibition	GPR35 arrestin U2OS	KOR beta-arrestin-2	NOD1 inhibition	GPR55 beta-arrestin
CCCCc1ccc(NC(=S)N2CCN(c3ncccn3)CC2)cc1	-1.7%	23%	i	0.0	-5%	7%	4%	-1.1%	3%	-0.2%
COC(=O)c1ccc(Oc2nc(Nc3ccc(F)cc3)nc(N3CCCC3)n2)cc1	-1.8%	50%	i	1.2	-11%	-9%	11%	-1.8%	-23%	?
COc1ccc(C(C)(C)C)cc1NC(=O)c1ccoc1C	0.4%	7%	i	0.5	-3%	3%	15%	-2.9%	-10%	-0.1%
CCCN1CCN(C(=S)Nc2sc(CC)cc2C(=O)OC)CC1	1.2%	-3%	i	0.5	3%	-193%	3%	-0.7%	-41%	-0.2%
CCC(=O)Nc1ccc(C(=O)CSc2nc3ccccc3[nH]2)cc1	16%	10%	i	0.2	2%	20%	0%	-1.3%	-16%	-0.3%
COc1ccccc1NC(=O)N(CCN(C)C)Cc1cc2cc(C)ccc2[nH]c1=O	-1.6%	12%	i	0.5	-7%	-2%	0%	7.8%	-24%	-0.1%
O=C(NN1C(=O)C2C(C1=O)C1C=CC2C12CC2)c1ccccc1Cl (stereo unspecified)	-2.3%	30%	i	0.8	-4%	18%	1%	4.0%	4%	-0.1%
O=C(Nc1ccccc1NC(=O)NC1CCCCC1)NC1CCCCC1	-1.3%	-80%	i	0.8	-5%	-1%	-21%	-1.9%	-20%	-0.1%
COc1ccc(NC(=O)CCCC(=O)OCC(F)(F)C(F)F)cc1	-0.4%	10%	i	9.9	-8%	15%	-1%	-2.9%	-7%	0.0%
C=CCn1c(C)c(C(C)=O)c(N2CCCC2)nc1=S	6.9%	11%	i	0.4	-4%	-3%	2%	12%	-22%	-0.3%
COc1cc(OC)cc(C(=O)N[C@H](C(=O)Nc2cc(C)cc(C)c2)C(C)C)c1	-0.1%	19%	i	0.7	-4%	28%	31%	11%	1%	0.1%
COC(=O)c1sc2ccccc2c1-n1cccc1C(=O)C(=O)Nc1ccccc1	1.5%	-11%	i	3.7	3%	-17%	2%	0.8%	2%	0.0%
COc1ccc(S(=O)(=O)N/N=c2\oc3c(OC)cccc3cc2S(=O)(=O)c2ccc(C)cc2)cc1OC	-3.9%	38%	i	1.0	12%	4%	-21%	-7.0%	-14%	0.2%
CCOC(=O)N1CCN(C(=O)C(c2ccccc2)c2ccccc2)CC1	-0.6%	9%	i	0.3	5%	-1%	10%	2.8%	-5%	-0.2%
O=C(c1ccc2nc(Cc3cccc(Cl)c3)oc2c1)N1CCC(CO)CC1	-1.0%	-30%	i	1.4	4%	22%	-4%	-4.4%	-17%	-0.2%
CC(C)(C)NC(=O)NC(=O)CN1c2cccc3cccc(c23)S1(=O)=O	-1.0%	-18%	i	0.6	-3%	2%	-20%	-3.9%	-3%	0.4%
COc1ccc(S(=O)(=O)N(CCC(=O)O)Cc2ccccc2)cc1	0.9%	-10%	i	0.2	-2%	24%	-4%	1.3%	-36%	-0.4%
CCn1c(CNS(=O)(=O)c2ccc(Br)cc2)n[nH]c1=S	-0.5%	20%	i	0.8	7%	11%	-1%	-3.0%	-20%	-0.1%
Cc1ccccc1NC(=O)C(=O)NCCCN1CCOCC1	0.2%	-1%	i	0.9	19%	15%	3%	-1.7%	-15%	-0.3%
CC(C)CCOc1ncnc2c1sc1nc3c(cc12)CSC(C)(C)C3	0.4%	4%	i	0.4	2%	21%	-18%	-6.6%	-4%	0.8%
Cn1nnc2c[n+](CC(=O)c3ccc4ccccc4c3)cc(Br)c21	0.7%	13%	i	0.1	2%	-24%	10%	1.4%	-2%	5.4%
CN1c2ccccc2C2(C)CCCC3=Cc4cc([N+](=O)[O-])cc([N+](=O)[O-])c4OC312 (stereo unspecified)	1.5%	25%	i	0.8	20%	12%	10%	9.3%	-17%	15%
C=CCNC(=O)Cn1c(=O)c2c(ncn2CCC(C)C)n(Cc2ccccc2)c1=O	2.6%	-18%	i	0.0	-16%	-18%	-7%	-9.6%	3%	-0.1%
COc1ccccc1C1(O)CC2CCC(C1)N2S(=O)(=O)c1ccc(C(C)=O)cc1 (stereo unspecified)	0.6%	22%	i	2.7	8%	12%	-6%	2.4%	-8%	-0.1%
O=C(CN1CCSc2ccccc21)NCCCc1ccccc1	0.8%	-14%	i	0.3	1%	-14%	-8%	-2.4%	-30%	0.4%
(cont.)
SMILES	HIV peptide binding	KOR beta-arrestin-1	Myeloid diff 2	Myeloid diff 2 GFP+ MAC1+ %	GPR55 antagonists	NOD2 inhibition	GPR35 arrestin U2OS	KOR beta-arrestin-2	NOD1 inhibition	GPR55 beta-arrestin
CCC(C)[C@H](NC(=O)[C@@H]1Cc2c([nH]c3ccccc23)C2c3ccccc3C(=O)N21)C(=O)N1CCC[C@@H]1C(=O)O (stereo partly specified)	6.9%	-10%[20 µM]	i	1.7	1%	3%	-2%	0.1%	-19%	-0.2%
Cn1c(SCC(=O)N2CCOCC2)nc(O)cc1=O	-1.0%	8%	i	4.8	-1%	-6%	13%	1.7%	-36%	-0.1%
Nc1cccc(S(=O)(=O)Nc2ccccc2)c1	0.7%	-3%[20 µM]	i	0.5	8%	-9%	4%	nt	-23%	0.5%
Cc1ccc(-c2ccc(C(=O)Nc3cccc(F)c3)o2)c2ccccc12	23%	-59%	i	0.4	-18%	25%	6%	4.6%	4%	0.2%
C/C(CC(=O)Nc1cccc(C(F)(F)F)c1)=N\NC(=O)c1ccncc1	-0.1%	-6%	i	0.9	-2%	-1%	-6%	0.5%	-6%	0.5%
CCn1c(=O)c([N+](=O)[O-])c(N2CCSCC2)c2ccccc21	-1.4%	2%	i	0.6	-10%	27%	-9%	0.0%	9%	-0.1%

Screens as filed in PubChem.

This is a subset; the hit share may differ from the screen's.
